Compound activity deposited in PubChem BioAssay by National Center for Advancing Translational Sciences (NCATS).
AT treatment = potential ataxia-telangiectasia treatments restoring KAP-1 phosphorylation; […] A-T fibroblasts, KAP-1 phosphorylation AlphaLISA; neocarzinostatin DNA damage 30 min before lysis; Potency, µM (series often up to 57.5 µM), inactives show top-dose activation, usual class: activators; 0.19% of 320,000 active; also: potency is read from the fitted curve at half-maximal effect; % of control where 0% means no effect; nearly all actives have a fitted effect of over 45% in size
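hTERT-immortalized A-T patient fibroblasts ([…]), 500 cells/well in OPTI-MEM, 1% FBS, got compounds for 60 min, then NCS for 30 min at 37C. Lysates were then assayed for phospho-KAP-1 by AlphaLISA (anti-pKAP1 donor, anti-KAP1 acceptor beads), 6 hr at 25C.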
TSHR antag = antagonists of human thyroid stimulating hormone receptor | P16473 | TSHR-expressing cells, TSH-stimulated cAMP HTRF, 2 h; stronger effect = lower value | activity change, negative = inhibition, % at 11.5 µM | 0.2% of 330,000 active;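 active = activity change below a set negative limit, meaning inhibition stronger than a set level, cut at about -70% in these data; inconclusive = activity change between two set negative limits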; also: % is scaled to controls: 0 for no effect and ±100 for the full control effect
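Competitive HTRF cAMP read-out (cryptate anti-cAMP antibody, cAMP-d2; 30 min, room temperature) in freshly harvested TSHR cells. Compounds added before TSH at EC80 (4nM final), followed by 2 hours' incubation at 37 deg C.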
TCR act = activators of T cell receptors; primary human leukocytes, anti-CD3, IL-2 HTRF, 48 h; Potency, µM (doses to about 9.22 µM), inactives show at the highest dose activation of IL-2 secretion, actives largely listed as activators; AID 504894; 330,000 tested, under 10 active; also: % of control where 0% means no effect
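IL-2 produced over 48 hr by a-CD3 bead-stimulated primary human leukocytes exposed to compounds was detected with a homogeneous time-resolved FRET immunoassay, 665nm acceptor signal after 320nm excitation.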
TSG101-PTAP inh = blocks PTAP/TSG101 interaction to inhibit HIV-1 budding | 340,000 tested, under 10 active | Fluorescence polarization, FITC-PTAP peptide / Tsg101 binding | Q99816 | Potency, µM (series often up to 115 µM), for the others: at the top dose activity change, negative = inhibition, usual class: inhibitors; active = well fitted inhibition curve with a large enough effect in the main read-out, with a control signal flat, not every such curve was filed as active; inconclusive = small, poorly fitted or top-dose-only effect, or effect the other way, or a change in a side signal; inactive = no such curve, though single readings can be large or run the other way; also: potency is read from the fitted curve at half-maximal effect; % of control where 0% means no effect
Target sequence (Q99816 whole entry, looked up): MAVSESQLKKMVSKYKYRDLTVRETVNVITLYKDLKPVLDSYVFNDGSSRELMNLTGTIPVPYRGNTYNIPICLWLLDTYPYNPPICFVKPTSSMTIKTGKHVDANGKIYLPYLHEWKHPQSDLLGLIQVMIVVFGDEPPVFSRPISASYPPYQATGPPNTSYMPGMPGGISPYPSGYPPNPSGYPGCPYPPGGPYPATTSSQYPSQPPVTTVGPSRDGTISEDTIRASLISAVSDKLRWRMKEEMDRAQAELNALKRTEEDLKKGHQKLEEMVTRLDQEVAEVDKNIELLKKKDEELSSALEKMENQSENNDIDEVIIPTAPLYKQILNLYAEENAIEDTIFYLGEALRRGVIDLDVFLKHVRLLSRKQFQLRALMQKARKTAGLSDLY
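Steps: Tsg101 binding domain dispensed (10 uM final), compounds pinned in DMSO, FITC-labeled PTAP-motif peptide added (50 nM final); after 20 min binding at room temperature, polarization measured.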
Eya2 phos inh = inhibitors of human Eya2 phosphatase activity; O00167; recombinant Eya2, OMFP fluorescence dephosphorylation (OMFP is methylfluorescein phosphate); Potency, µM (top dose mostly 76.9 µM), for inactives: top-dose activity, negative = inhibition, usual class: inhibitors; 0.006% of 330,000 active; AID 488837; also: potency is read from the fitted curve at half-maximal effect; % is scaled to controls: 0 for no effect and ±100 for the full control effect
Target sequence (O00167 whole entry, looked up): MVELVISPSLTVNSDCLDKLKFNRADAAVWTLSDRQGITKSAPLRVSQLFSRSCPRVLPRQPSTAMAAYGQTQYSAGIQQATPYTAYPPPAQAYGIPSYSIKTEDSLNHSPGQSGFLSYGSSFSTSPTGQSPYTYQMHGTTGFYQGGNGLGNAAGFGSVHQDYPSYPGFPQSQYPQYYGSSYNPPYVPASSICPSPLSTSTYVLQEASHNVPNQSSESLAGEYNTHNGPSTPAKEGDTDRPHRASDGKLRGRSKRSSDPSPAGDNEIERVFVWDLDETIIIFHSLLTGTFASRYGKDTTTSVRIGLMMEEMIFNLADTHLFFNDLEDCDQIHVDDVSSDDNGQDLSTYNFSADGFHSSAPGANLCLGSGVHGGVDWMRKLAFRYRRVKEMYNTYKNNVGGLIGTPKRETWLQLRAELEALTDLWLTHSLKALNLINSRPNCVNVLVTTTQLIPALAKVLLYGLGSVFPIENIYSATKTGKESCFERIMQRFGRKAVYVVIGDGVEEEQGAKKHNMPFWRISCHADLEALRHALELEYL
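Eya2 (0.2 uM) preincubated 10 min at ambient with compound, then OMFP substrate added at 50 uM; 10 min reaction in 50 mM HEPES pH 7.5, 50 mM NaCl, 5 uM MgCl2, 0.05% BSA, 1 mM DTT. Fluorescence read at Ex 485/Em 525 nm.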
Integrin act MD = integrin-mediated muscular dystrophy alleviation activation | alpha7betagal myoblasts, beta-gal FDG fluorescence, 48 h | Potency, µM (series often up to 38.3 µM), for the others: at the highest dose activation, actives largely listed as activators | 0.064% of 350,000 active | AID 624291;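 also: potency is read from the fitted curve at half-maximal effect; 100% = response of the positive control SU9516; nearly all actives have a fitted effect of over 60% in size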
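Alpha7betagal+/- myoblasts (passage 13) were plated 16-24 hr, then exposed to compounds (1:260 dilution of DMSO stock) for 48 hours at 37C. After MPER lysis, β-galactosidase reporter activity was read as FDG fluorescence (ex 480/em 540) after 30 minutes.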
Tb PFK block = inhibitors of T. brucei phosphofructokinase; T. brucei PFK, ADP-Glo luminescence; Potency, µM (series often up to 57.5 µM), for inactives: at the highest dose activity, negative = inhibition, most hits filed as inhibitors; 0.17% of 330,000 active; AID 485367;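 also: potency is read from the fitted curve at half-maximal effect; 0% = uninhibited 1x PFK enzyme wells and -100% = no-enzyme wells; nearly all actives have a fitted effect of over 60% in size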
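1.25 nM PFK with 0.5 mM F6P and 0.1 mM ATP in 0.1 M TEA pH 8.0, 5 mM MgCl2, incubated 45 min at room temperature; ADP measured by ADP-Glo luminescence; compounds titrated up to 57 uM.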
Mito fusion act = blocks mitochondrial division or promotes mitochondrial fusion | S. cerevisiae fusion-defective mutant growth rescue, CellTiterGlo 48 h | Potency, µM (titrated, usually from 46.1 µM), inactives show at the top dose growth rescue (activation), actives largely listed as activators | 0.23% of 320,000 active | AID 485298;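 also: potency is read from the fitted curve at half-maximal effect; % of control where 0% means no effect; nearly all actives have a fitted effect of over 45% in size; temperature-sensitive fusion mutants such as fzo1-1 at 37 °C on non-fermentable ethanol glycerol medium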
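Growth-rescue viability read-out: after 48 h at the non-permissive 37C in glycerol/ethanol YPEG, yeast mitochondrial fusion mutants are measured by CellTiterGlo luminescence; compounds (23 nl pinned per well) restoring growth score as division inhibitors or fusion activators.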
ELG1 DNA repair = ELG1-dependent DNA repair inhibition; HEK293T ELG1-luciferase reporter, luminescence, 16 h; DNA damage induced by 5-fluorouridine; Potency, µM (doses to about 46.1 µM), inactives show top-dose activity change, negative = inhibition, actives largely listed as inhibitors; 2.3% of 330,000 active; also: potency is read from the fitted curve at half-maximal effect; % is scaled to controls: 0 for no effect and ±100 for the full control effect; nearly all actives have a fitted effect of over 55% in size
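In this reporter screen, reduction of luminescence relative to DMSO vehicle indicated activity. Compounds and 5-fluorouridine were added together to 2,000 cells per well, incubated for 16 hr at 37 °C, then developed with ONE-Glo.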
ASM inhibitor = inhibitors of human secretory acid sphingomyelinase | 0.006% of 340,000 active | AID 504937 | P17405 | placental ASM, HMU-PC fluorogenic substrate, 60 min | Potency, µM (titrated, usually from 57.5 µM), for the others: at the highest dose activity change, negative = inhibition, usual class: inhibitors; also: potency is read from the fitted curve at half-maximal effect
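Human placenta-derived ASM preincubated with compound 10 min at room temperature, then reacted with 9 uM (final) fluorogenic HMU-PC substrate for 60 min at 37 C. Stop solution raises pH to 10; fluorescence read at Ex 386/Em 447 nm.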
BCR signal inh = blocks chronic active B-cell receptor signaling. ABC-DLBCL IkBa-CBG/CBR reporter, luminescence ratio, 4 h. Potency, µM (series often up to 46.1 µM), without a hit: at the highest dose ratio change, negative = lower green/red ratio, hits mostly inhibitors. 0.05% of 340,000 active. AID 493014; active = well fitted inhibition curve with a large enough effect in the signal ratio, with a control signal flat, not every such curve was filed as active; inconclusive = small, poorly fitted or top-dose-only effect, or effect the other way, or a change in a side signal; the % refers to the signal ratio;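 also: potency is read from the fitted curve at half-maximal effect; plate controls were basal doxycycline-induced cells for no effect and cells given 10 µM MG132 for full effect; MG132 reads +100%, hits lower the ratio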
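Compounds up to 46 uM were incubated four hours with TMD8 cells whose green CBG68 luciferase is fused to IkappaBalpha; red CBR luminescence normalised the signal, and concentration-effect curves were fitted to fusion, red and ratio data.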
An asterisk follows results filed as active; i = inactive; ? = inconclusive; / = not tested or not shown; [ ] = another dose, or the depositor's remark. Unless noted, calls follow the shape of the dose curve; as a rule, active = well fitted curve in the direction sought with a large enough effect; inconclusive = small, poorly fitted or top-dose-only effect, or another doubt; inactive = no such curve, though single readings can be large; an effect the other way counts as inactive or inconclusive.

SMILES	AT treatment	TSHR antag	TCR act	TSG101-PTAP inh	Eya2 phos inh	Integrin act MD	Tb PFK block	Mito fusion act	ELG1 DNA repair	ASM inhibitor	BCR signal inh
Cc1cc(-c2nnc3n2N=C(c2ccccc2Br)CS3)n[nH]1	4%	-1	2%	-3%	3%	16%	0%	-2%	19%	-14%	-19%
O=C(O)C12CC3CC(C1)CC(n1cnc(Cl)n1)(C3)C2	4%	5	4%	-4%	-3%	9%	-1%	0%	11%	-1%	0%
COc1ccc(N2C(=O)CC(C#N)=C2N)cc1	6%	-2	2%	-2%	-10%	?	2%	-7%	1%	3%	11%
CC1CCCCN1CCCNc1ccc(C(CC(N)=O)NC(=O)Cc2cccc3ccccc23)cc1[N+](=O)[O-] (centres undefined)	-3%	3	-1%	-12%	13%	-10%	-4%	0%	-2%	-1%	?
Cc1cc(NC(=O)COC(=O)CCS(=O)(=O)c2cc(Cl)ccc2Cl)no1	-7%	-13	-7%	-10%	8%	-8%	0%	3%	-2%	-2%	6%
CC(C)(C)OC(=O)NC1CNNC1=O (centres undefined)	-14%	-4	2%	-2%	10%	-3%	-4%	-8%	19%	0%	4%
CCN(CC)C(=O)COc1ccc(C=O)cc1OC	4%	-2	1%[46.1 µM]	-1%	-6%	?	29%	-9%	0%	-6%	3%
COCCn1c(=O)[nH]c2cc(C(=O)Nc3nnc(C)s3)ccc21	8%	-7	-3%	-4%	-6%	-8%	0%	-1%	?	-15%	-2%
CCOc1ccc(C(=O)/C=C/c2cn(CN3CCN(C)CC3)c3ccccc23)cc1	3%	-14	/	-2%	-16%	16%	-8%	5%	?	303%[activator]	?
CN(C)c1ccc(/C=C(\NC(=O)c2ccccc2)C(=O)NCCCN2CCOCC2)cc1	-8%	-10	11%	0%	8%	21%	-12%	-1%	14%	/	-2%
Cc1ccc(O)c(C2=Nc3ccccc3C2(C)C)c1	?	-4	2%	-4%	2%	11%	-7%	-3%	?	-1%	1%
O=C(NCc1ccco1)c1cc(-c2ccc(Cl)cc2)on1	-2%	0	1%	-2%	25%	24%	5%	4%	?	-2%	0%
COc1ccc(C(=O)Nc2cccc(-c3cnc4ccccc4n3)c2)cc1	-2%	-1	2%	0%	10%	8%	1%	5%	-15%	-2%	?
CC(C)(C)CN1CCN(Cc2nc(-c3ccc(F)cc3)cs2)CC1CCO (centres undefined)	-3%	-20	9%	2%	0%	-58%[inhibitor]	-1%	-2%	12%	-2%	-6%
O=C(Cc1ccc(F)cc1)NCCc1ccc(F)cc1	/	24	-28%	-1%	1%	13%	-11%	-1%	10%	2%	?
COCCNC(=O)c1ccc2c(c1)nc(C)n2-c1cccc(F)c1	0%	3	-9%	-1%	19%	5%	0%	0%	?	6%	?
O=C(c1sc2ccccc2c1Cl)N(Cc1cccs1)C1CCS(=O)(=O)C1 (centres undefined)	13%	-8	-2%	-4%	-21%	0%	-4%	6%	-12%	-8%	-3%
COc1cccc(NC(=O)CCc2c(C)nc3nc(CNC(=O)c4cccc(F)c4)nn3c2C)c1	11%	5	1%	-1%	2%	-23%	-1%	-3%	-11%	-2%	-1%
COc1cccc(OC)c1OCCN(C)C	-1%	15	-1%	-3%	7%	8%	-14%	11%	9%	1%	?
CN(C)C1=NC(=O)/C(=C\c2ccccc2)S1	-9%	13	2%	0%	-4%	3%	0%	4%	?	3%	1%
COc1ccccc1C(=O)n1nc(C)cc1C	3%	-7	5%	1%	-3%	-25%	0%	0%	?	0%	1%
CC(=O)Nc1ccc2nc(-c3ccco3)[nH]c2c1	-6%	1	-9%	-1%	?	1%	5%	-1%	?	7%	?
O=C1c2cc(S(=O)(=O)NCCO)ccc2-c2ccc(S(=O)(=O)NCCO)cc21	4%	-3	4%	-3%	0%	13%	5%	0%	-19%	1%	-13%
Cc1nnc(N(Cc2ccco2)C(=O)c2cccc(C#N)c2)s1	-9%	20	1%	-1%	1%	8%	-7%	-4%	8%	-1%	?
CC1=C(C(=O)NCc2ccco2)C2(CCC(C)CC2)OC1=O (centres undefined)	16%	20	2%[46.1 µM]	0%	1%	-15%	2%	8%	?	0%	-4%
COc1cc(S(=O)(=O)Nc2cccc3cn[nH]c23)c(OC)cc1Cl	-2%	15	0%	-3%	-5%	23%	-1%	6%	-9%	-2%	-13%
O=C(CCc1ccccc1)Nc1nc2n(n1)C(c1ccccc1)CC(=O)N2 (centres undefined)	32µM*	/	5%	-5%	3%	-1%	4%	-1%	-16%	0%	?
COc1cc(OC)c2c(O)c3c(c(-c4c5c(c(O)c6c(OC)cc(OC)cc46)CO[C@@H](C)[C@H]5O)c2c1)[C@H](O)[C@H](C)OC3	5%	-8	2%	1%	0%	-11%	-15%	4%	2%	1%	?
CS(=O)(=O)N1CCC(C(=O)Nc2cccc(F)c2)CC1	-4%	0	-3%	-1%	0%	?	0%	0%	6%	3%	3%
CN1CCN(S(=O)(=O)c2ccc(-c3ccc(Cl)cc3)cc2)CC1	-3%	4	/	/	-20%	1%	1%	-5%	20%	4%	?
CC(=O)Oc1ccc2c(c1)cc(C)n2C	-2%	-10	1%[46.1 µM]	-8%	7%	7%	-7%	-1%	17%	-3%	?
O=S(=O)(Nc1nc2ccccc2nc1Nc1ccc2c(c1)OCCO2)c1cccs1	-1%	-4	1%	-2%	-1%	-18%	0%	4%	?	11%	10%
COc1ccc(C(NC(=O)CC(C)C)NC(=O)CC(C)C)cc1OC	-9%	-4	-1%	1%	9%	-15%	3%	3%	-1%	1%	9%
CN=c1scc(-c2ccc(Cl)cc2)n1C	-3%	17	0%[46.1 µM]	-2%	-16%	22%	3%	-5%	8%	6%	2%
Cc1ccc(C2c3c(C)nn(-c4ccc([N+](=O)[O-])cc4)c3N=C3C(=O)Nc4ccccc4N32)cc1 (centres undefined)	1%	0	/	/	-4%	/	-8%	-6%	?	/	0%
Cc1[nH][nH]c(=O)c1C(c1c(C)[nH][nH]c1=O)c1cn(Cc2ccc(F)cc2)c2ccccc12	-10%	2	2%[46.1 µM]	-1%	8%	-38%	-3%	?	-15%	-5%	?
CC(C)c1[nH]nc2c1C(Cc1ccccc1)C(C#N)=C(N)O2 (centres undefined)	1%	-11	/	-11%	11%	-5%	4%	0%	-2%	3%	7%
COCCCNC(=O)CN1C(=O)COc2ccc(S(=O)(=O)N3CCCCCC3)cc21	-1%	-5	1%	0%	7%	-16%	2%	15%	0%	-2%	1%
O=c1oc2cc(O)ccc2cc1-c1ccccc1	26%	13	-1%	-9%	3%	10%	2%	20%	?	i	?
O=C(Nc1ccc(S(=O)(=O)N2CCCCC2)cc1)C1CC(=O)N(Cc2ccccc2)C1 (centres undefined)	8%	1	-4%	1%	-4%	3%	5%	6%	-16%	1%	2%
COc1nn(-c2nc(-c3ccccc3)cc(C(F)(F)F)n2)cc1[N+](=O)[O-]	1%	4	-2%[46.1 µM]	-2%	-5%	4%	-2%	-1%	?	1%	-9%
C=CCN(C(=O)OC(C)(C)C)S(=O)(=O)NCc1ccccc1	0%	-2	10%	-1%	0%	10%	-2%	-6%	27%	10%	4%
NNC(=O)Cn1cnc2ccccc21	0%	0	-2%	-4%	-7%	32%	-7%	-1%	5%	3%	-3%
CC(=O)Nc1ccc(CN2CCCC(C(=O)c3cccc(C(F)(F)F)c3)C2)cc1 (centres undefined)	0%	18	6%	-1%	4%	-5%	-10%	-4%	-6%	1%	-3%
O=C(CCn1c(=O)oc2ccccc21)Nc1cccc(Cl)c1	/	-16	-1%	0%	-22%	-28%	0%	9%	30%	0%	6%
